# Myeloid diff MLP: promotes myeloid progenitor differentiation. ER-HoxA9 myeloid progenitors, lysozyme-GFP differentiation, flow cytometry. calls only at 10 µM. actives 1% (n = 360,000);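 active = normalized GFP-positive differentiation at or above the plate's own cutoff, the solvent-only control mean plus 3 SD; inconclusive = no clear call, values can overlap the other calls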;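 note: cells exposed to compound for four days before flow analysis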
# NTR1 agonist: NTR1-driven beta-arrestin-GFP spot formation – imaging, U2OS cells, high content, primary screen (AID 493036). P30989. actives 0.17% (n = 330,000). agonist mode. activation, % at 20 µM;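 active = activation at or above 40% of the spot to cytoplasm intensity ratio, with at least 20 cells analyzed; inconclusive = wells under 20 cells, flagged as cytotoxic or low count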;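 note: 0% = DMSO without peptide and 100% = 100 nM NTR1 peptide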
# Target sequence (P30989 whole entry, looked up): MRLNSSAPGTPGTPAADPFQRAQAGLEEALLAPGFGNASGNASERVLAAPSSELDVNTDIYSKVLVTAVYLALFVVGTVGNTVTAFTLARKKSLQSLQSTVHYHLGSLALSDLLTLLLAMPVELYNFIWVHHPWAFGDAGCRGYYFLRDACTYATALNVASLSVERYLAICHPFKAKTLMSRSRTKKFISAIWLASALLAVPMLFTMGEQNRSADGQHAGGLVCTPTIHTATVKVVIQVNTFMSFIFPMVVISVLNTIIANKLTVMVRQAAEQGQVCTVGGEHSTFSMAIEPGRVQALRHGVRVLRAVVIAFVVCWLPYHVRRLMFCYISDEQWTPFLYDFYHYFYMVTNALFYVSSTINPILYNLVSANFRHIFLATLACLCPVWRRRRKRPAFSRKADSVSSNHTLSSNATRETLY
# TNAP activation fold: stimulation of alkaline phosphatase TNAP activity – biochemical, luminescent, no phosphate acceptor, uHTS, primary screen (AID 1001); purified TNAP, luminescent activation assay, no phosphate acceptor; higher activation fold means a stronger effect; actives 0.03% (n = 200,000); one-dose activation fold at 20 µM; EC50 in µM for titrated hits; in the data active = activation fold from about 3, or a potency from the dose series; inactive = the rest, 99 in 100 with activation fold below about 1.6; note: many of its hits are not listed in these tables
# Large T inhibition: TAg ATPase/helicase activity blockers – biochemical (AID 1903); SV40 large T antigen ATPase/helicase inhibition assay; higher % means a stronger effect; inhibition, % at 20 µM, or IC50 in µM where a hit was titrated; actives 0.39% (n = 310,000); in the data active = a potency from the dose series; inconclusive = inhibition mostly from about 32% at the one dose, without a potency; inactive = the rest, 99 in 100 with inhibition below about 32%; note: strong numbers were not always called active
# Salmonella PhoP GFP: inhibitors of PhoP regulon expression, primary screen, Salmonella Typhimurium, GFP reporter (AID 1863). S. Typhimurium PhoP-regulated promoter GFP reporter, 4 h; higher % means a stronger effect. one-dose inhibition, % at 50 µM; IC50 in µM for titrated hits. actives 0.16% (n = 300,000);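 active = inhibition over 29.93%, a cutoff 3 SD above the screen mean, later confirmed by dose response; inconclusive = inhibition over 29.93% but no dose response follow-up; inactive = inhibition at most 29.93% or unconfirmed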;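 note: 0% = low Mg2+ inducing control and 100% = high Mg2+ repressing control; strong numbers were not always called active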
# Rac1 GTP hydrolysis: MgcRacGAP GTPase-activating activity inhibitors, confirmation, biochemical, ADP Hunter fluorescence. inhibition, % at 30 µM; hits with a dose series show IC50 in µM. AID 624330. MgcRacGAP-stimulated Rac1 GTP hydrolysis, ADP Hunter fluorescence; higher % means a stronger effect; GST-tagged Rac1 F28L mutant substrate. actives 0.6% (n = 340,000);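 active = first-screen hits whose inhibition reached a set limit at any dose in the follow-up dose series; inconclusive = inhibition above the set first-screen limit but never retested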;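 note: fluorescence reports GDP produced by GAP-driven GTP hydrolysis; strong numbers were not always called active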
# RSV antiviral HEp-2: RSV antiviral activity via CPE protection, HEp-2 cells, primary 10 µM value included (AID 2391); CPE inhibition, % at 10 µM; hits with a dose series show IC50 in µM; HEp-2 cells, RSV-induced CPE inhibition; higher % means a stronger effect; actives 0.13% (n = 310,000); in the data active = a potency from the dose series; inconclusive = CPE inhibition mostly from about 23% at the one dose, without a potency; inactive = the rest, 99 in 100 with CPE inhibition below about 21%; note: strong numbers were not always called active
# K1F lysis inhibition: protection from phage-mediated lysis, alamar blue read-out – E. coli UTI89, K1F phage, bacterial capsule biogenesis inhibitors (AID 488966); inhibition, % at 100 µM, or IC50 in µM where a hit was titrated; actives 0.02% (n = 340,000); E. coli UTI89 K1F phage lysis, alamar blue, 2 h; higher % means a stronger effect;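 active = phage lysis inhibition, versus mean bacterial control, above a set limit; inconclusive = no clear call, values can overlap the other calls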;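 note: capsule biogenesis inhibitors block K1F phage lysis so surviving cells raise fluorescence; higher fluorescence means more inhibition of phage lysis; actives were called in the ten point dose series up to 300 µM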
# T cell modulator: T cell immune modulators affecting CD8 T cell-vesicle binding | 2C CD8+ T cell-vesicle binding, flow cytometry; stronger effect = lower value | calls only at 7 µM | actives 0.068% (n = 330,000) | AID 2052;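 active = response, share of CD8 T cells binding vesicles, and their 90th percentile fluorescence all below set limits, cut at about 80% in these data, passing the limit was not always enough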
#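 Test system: purified 2C TCR transgenic mouse naive CD8+ T cells. Probe or stimulus: QL9-peptide-loaded Drosophila micro-vesicles bearing Ld, ICAM-1 and B7-1. Incubation: binding step 1.5 h, 37 °C, antibody labelling 20 min, ice. Measured by: flow cytometry of vesicle-bound cells.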
# T cell modulator vesicle-bound %: further read-out of T cell modulator, marked with its call; double positive events, %; measured here: CD8+ vesicle-bound cell fraction;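 binding gate set so that unloaded-vesicle control wells show 10% double positive cells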
# NTR1 agonist cell count 20 µM: also measured in NTR1 agonist; calls as there; cell count; measured here: cell count, cytotoxicity flag
# Myeloid diff MLP GFP+ MAC1+ %: further read-out of Myeloid diff MLP, marked with its call; GFP+ MAC1+ double positive, %; measured here: differentiation confirmed by MAC1 staining
# Active calls of the source: *; i = inactive; u = inconclusive; x = not tested or not shown; [ ] = remark or other dose.
cpd	compound	Myeloid diff MLP	Myeloid diff MLP GFP+ MAC1+ %	NTR1 agonist	NTR1 agonist cell count 20 µM	TNAP activation fold	Large T inhibition	Salmonella PhoP GFP	Rac1 GTP hydrolysis	RSV antiviral HEp-2	K1F lysis inhibition	T cell modulator	T cell modulator vesicle-bound %
1	S=C(c1ccc(-c2cccc(Cl)c2)o1)N1CCOCC1	i	2.0	2.4	48	1.1	5%	3%	13%	2.4%	2.8%	i	24
2	CCn1ccnc1CNC(=O)CC1C(=O)NCCN1Cc1ccc(F)cc1Cl (centres undefined)	i	13	0.6	46	x	5%	-1%	-14%	-0.4%	-0.1%	i	10
3	Cc1ccccc1C(=O)NN1CC(C(=O)OCc2ccc(Cl)c(Cl)c2)CC1=O (centres undefined)	i	0.5	1.4	56	x	22%	1%	-1%	1.6%	-0.7%[50 µM]	i	6
4	Cc1cc(C)n(-c2ccc(C(=O)Nc3ccc(N4CCOCC4)cc3)cc2)n1	i	0.9	0.0	43	1.2	7%	-17%	13%	3.0%	1.0%	i	51
5	O=C1c2ccsc2SCCN1Cc1c(F)cccc1Cl	i	1.4	1.3	105	x	18%	10%	10%	3.0%	0.4%	i	38
6	CCCCn1nc(C(=O)Nc2cc(S(=O)(=O)N(C)C)ccc2C)c2ccccc2c1=O	i	0.4	2.6	61	x	9%	-5%	3%	-0.7%	0.0%	i	12
7	O=C1CSC(c2cccc(F)c2)N1c1ccc(O)cc1 (centres undefined)	i	7.5	0.2	65	1.1	3%	8%	3%	4.9%	3.9%	i	63
8	CCN1CCc2c(C#N)c(N3CCCCC3)nc(NCc3ccccc3)c2C1	i	0.5	13	77	1.1	17%	11%	6%	u	-0.2%	i	30
9	c1ccc2oc(-c3nn4c(Cn5cnc6ccccc65)nnc4s3)cc2c1	i	1.1	1.6	84	x	17%	x	-13%	5.9%	0.1%	i	39
10	CC(C)COc1cc(=O)[nH]c(SCC(C)C)n1	i	0.2	-2.5	73	1	9%	-1%	14%	-0.3%	0.7%	i	18
11	Cc1ccc(NC(=O)Nc2ccc3c(c2)CCC3)c(C)c1	i	3.4	-0.3	76	x	15%	-5%	9%	0.9%	0.2%	i	26
12	O=C(O)c1ccc2c(=O)n3cc(C(=O)c4ccccc4O)cc(Cl)c3nc2c1	i	0.8	0.0	65	x	17%	-3%	-13%	17%	-0.4%	i	19

# Structural class, those above with fluorine (3)
cpd	compound	Myeloid diff MLP	Myeloid diff MLP GFP+ MAC1+ %	NTR1 agonist	NTR1 agonist cell count 20 µM	TNAP activation fold	Large T inhibition	Salmonella PhoP GFP	Rac1 GTP hydrolysis	RSV antiviral HEp-2	K1F lysis inhibition	T cell modulator	T cell modulator vesicle-bound %
2	CCn1ccnc1CNC(=O)CC1C(=O)NCCN1Cc1ccc(F)cc1Cl (centres undefined)	i	13	0.6	46	x	5%	-1%	-14%	-0.4%	-0.1%	i	10
5	O=C1c2ccsc2SCCN1Cc1c(F)cccc1Cl	i	1.4	1.3	105	x	18%	10%	10%	3.0%	0.4%	i	38
7	O=C1CSC(c2cccc(F)c2)N1c1ccc(O)cc1 (centres undefined)	i	7.5	0.2	65	1.1	3%	8%	3%	4.9%	3.9%	i	63

# Going on with the list.
cpd	compound	Myeloid diff MLP	Myeloid diff MLP GFP+ MAC1+ %	NTR1 agonist	NTR1 agonist cell count 20 µM	TNAP activation fold	Large T inhibition	Salmonella PhoP GFP	Rac1 GTP hydrolysis	RSV antiviral HEp-2	K1F lysis inhibition	T cell modulator	T cell modulator vesicle-bound %
13	C=CCOc1ccc(/C=C2\SC(=Nc3cccnc3)NC2=O)cc1	i	1.0	1.4	63	x	9%	-15%	10%	2.6%	-2.3%	i	50
14	COc1ccc(OC)c(/C=N/N=C(\N)c2nonc2N)c1	i	1.5	-0.1	32	x	-1%	-1%	-14%	x	-2.9%	i	58
15	COc1ccc(C2N(C(=O)N(C)C)CCN2S(=O)(=O)c2ccc(OC)cc2)cc1 (centres undefined)	i	1.4	-1.5	39	x	10%	1%	7%	2.1%	0.0%	i	24
16	CCCN(C(=O)Cn1nc(C)c([N+](=O)[O-])c1C)c1c(N)n(Cc2ccccc2)c(=O)[nH]c1=O	i	1.1	-0.1	72	x	12%	-9%	2%	-1.3%	0.5%[50 µM]	i	22
17	Cc1ccc(-c2ccc(C3C(C#N)=C(N)Oc4n[nH]c(C)c43)o2)cc1 (centres undefined)	i	0.4	15	69	0.9	27%	-6%	6%	0.7%	-0.2%	i	9
18	Cc1cc(C(=O)OCC(=O)NC2CCC(C)CC2)c(C)o1 (centres undefined)	i	1.0	-0.7	56	x	x	x	2%	1.3%	0.7%[50 µM]	i	43
19	Cc1ccc(C(=O)CSc2nnc(COc3cccc(C)c3)o2)cc1	i	0.9	-1.1	72	1.1	12%	-3%	5%	8.7%	1.4%	i	52
20	Cc1cc(NC(=O)/C=C/c2ccccc2Cl)n(-c2nc3ccccc3[nH]2)n1	i	0.4	7.3	48	1.4	11%	3%	6%	1.8%	1.8%[50 µM]	i	44
21	COC(=O)c1ccccc1NC(=O)COC(=O)c1ccc(C)c(NC(=O)c2ccco2)c1	i	0.5	8.8	74	1	17%	-17%	4%	1.7%	0.6%	i	20
22	O=C(c1cc(Cl)cc(Cl)c1)N1CCC(=O)N(C(COCc2ccccc2)Cc2ccccc2)CC1 (centres undefined)	i	1.5	8.8	76	1.1	5%	5%	3%	11%	1.5%	i	27
23	CCNc1cc(=O)n(C)c(=O)n1C	i	0.5	0.1	53	1.1	17%	1%	2%	0.7%	0.3%	i	55
24	N#Cc1nc(Cc2ccccc2)oc1N1CCC(C(N)=O)CC1	i	0.5	-0.4	30	1.1	-4%	-9%	1%	0.6%	7.5%	i	17
25	CC(=O)c1c(C)[nH]c(C(=O)OCC(=O)NCCCc2ccccc2)c1C	i	1.1	0.9	66	x	x	x	8%	1.4%	-0.3%	i	22
26	CC1(C)CC2CC(C)(CN2C(=O)COC(=O)Cn2[nH]c(=O)c3ccccc3c2=O)C1 (centres undefined)	i	0.5	-0.7	88	0.9	-1%	-4%	1%	0.8%	1.2%	i	34
27	COc1ccccc1C(=O)NC(CCSC)C(=O)NCCCn1nc(C)cc1C (centres undefined)	i	0.8	0.9	54	x	8%	9%	13%	-0.7%	0.6%[50 µM]	i	59
28	CC(=O)N1CCc2cc(S(=O)(=O)NCCC(=O)Nc3cccc(C)c3)ccc21	i	1.4	-1.6	50	1.1	-5%	-1%	0%	0.6%	3.5%	i	39
29	COC(=O)c1nc2cc(C)ccn2c1F	i	1.5	1.6	57	1	-1%	12%	0%	2.2%	-0.7%	i	38
30	Cc1cc(C)n2c(SCC(=O)Nc3cc(S(=O)(=O)N(C)C)ccc3C)nnc2n1	i	1.0	0.7	53	x	x	x	1%	x	2.5%	i	50
31	O=C(CSc1nnc(-c2ccccn2)o1)Nc1ccccc1	i	0.1	3.0	44	1	9%	-6%	1%	2.7%	0.7%	i	50
32	CCOC(=O)N1C2=NC(C(=O)OC)=C(C(=O)OC)[C@@H]3N(C)c4ccccc4[C@]23C[C@H]1C(=O)OC	i	0.5	0.5	43	x	20%	1%	3%	0.4%	1.1%	i	16
33	Cc1cc(-c2ccccc2)n(-c2cc(N/N=C/c3ccccc3O)ncn2)n1	u	x	x	x	2	6%	-1%	5%	-2.3%	0.8%	i	34
34	CCOc1ccccc1NC(=O)Cn1cnc2c(nnn2-c2cccc(OC)c2)c1=O	i	3.3	5.6	60	1.1	3%	-5%	1%	5.6%	0.2%	i	41
35	COC(C[C@@H]1O[C@H]1[C@@H](O)[C@@H](C)OCc1ccccc1)OC	i	0.7	0.4	74	x	x	-2%	12%	x	1.0%	x	x
36	Nc1nc(COc2ccc(F)cc2Cl)nc(N2CCCCC2)n1	i	0.5	1.1	66	1.1	24%	-1%	5%	1.4%	1.9%	i	33

# In the list so far, these contain two or more sulfur atoms.
cpd	compound	Myeloid diff MLP	Myeloid diff MLP GFP+ MAC1+ %	NTR1 agonist	NTR1 agonist cell count 20 µM	TNAP activation fold	Large T inhibition	Salmonella PhoP GFP	Rac1 GTP hydrolysis	RSV antiviral HEp-2	K1F lysis inhibition	T cell modulator	T cell modulator vesicle-bound %
5	O=C1c2ccsc2SCCN1Cc1c(F)cccc1Cl	i	1.4	1.3	105	x	18%	10%	10%	3.0%	0.4%	i	38
30	Cc1cc(C)n2c(SCC(=O)Nc3cc(S(=O)(=O)N(C)C)ccc3C)nnc2n1	i	1.0	0.7	53	x	x	x	1%	x	2.5%	i	50

# Additional entries
# The line under a structure holds: Myeloid diff MLP	Myeloid diff MLP GFP+ MAC1+ %	NTR1 agonist	NTR1 agonist cell count 20 µM	TNAP activation fold	Large T inhibition	Salmonella PhoP GFP	Rac1 GTP hydrolysis	RSV antiviral HEp-2	K1F lysis inhibition	T cell modulator	T cell modulator vesicle-bound %
37	CSC1=NSC2=NC(=O)/C(=C\c3coc4ccccc4c3=O)C(=N)N12
→ i	0.4	x	x	1.1	67µM*	-21%	12%	-0.3%	-0.6%	i	33
38	CCO[C@@H]1OC(C(=O)N2CCCCCCC2)=C[C@H](c2ccc3c(c2)OCO3)[C@H]1CCCO
→ i	1.7	-0.5	57	1.1	6%	0%	10%	0.1%	2.2%	i	46
39	CCCCNC(=O)c1onc(CSc2cccc(F)c2)c1C(=O)O
→ i	1.6	2.1	81	1.1	9%	-21%	0%	2.8%	1.7%	i	26
40	CCN(CC)c1ncnc2sc(C(=O)N3CCN(c4ccc(OC)cc4)CC3)c(C)c12
→ i	1.0	0.5	66	1.1	12%	23%	18%	2.1%	0.1%	i	13
41	CCOC(=O)N1CCN(c2c(NCCc3ccccc3)c(=O)c2=O)CC1
→ i	2.5	-0.9	87	1.1	-2%	13%	3%	3.6%	-1.6%	i	38
42	CN1CCC(NC(=O)c2cc(-c3cccc(Br)c3)nc3ccccc23)CC1
→ i	0.6	0.4	50	x	-6%	3%	8%	-0.7%	0.5%	i	64

# From PubChem BioAssay
